Source: PubChem BioAssay (several laboratories)
NR2E3 ag-1 = agonists of human NR2E3 nuclear receptor | Q9Y5X4 | hit rate 0.35% among 360,000 | AID 602229 | CHO-S Gal4-NCOR/VP16-NR2E3 two-hybrid, luciferase | inhibition of corepressor binding, % at 3.98 µM;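 active means inhibition above the mean of all tested compounds plus 3 SD, cut at about 70% in these data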;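 further: 0% = DMSO with NR2E3 transfected cells and 100% = cells lacking NR2E3 construct; higher means lower luciferase signal from less NR2E3 corepressor binding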
Target sequence (Q9Y5X4 whole entry, looked up, the tested form may be a part): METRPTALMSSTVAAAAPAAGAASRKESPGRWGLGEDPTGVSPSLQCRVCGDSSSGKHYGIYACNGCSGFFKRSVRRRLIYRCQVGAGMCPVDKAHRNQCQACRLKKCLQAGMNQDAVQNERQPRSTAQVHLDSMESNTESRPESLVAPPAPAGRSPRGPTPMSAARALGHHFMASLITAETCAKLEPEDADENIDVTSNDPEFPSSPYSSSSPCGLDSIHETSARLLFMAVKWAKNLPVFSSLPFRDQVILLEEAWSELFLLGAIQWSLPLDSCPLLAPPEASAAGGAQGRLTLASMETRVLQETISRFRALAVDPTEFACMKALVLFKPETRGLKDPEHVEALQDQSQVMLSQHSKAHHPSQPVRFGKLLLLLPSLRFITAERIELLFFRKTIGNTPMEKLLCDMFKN
Cardio protect = modulators protecting cardiomyocytes from myocardial damage; H9c2 cardiomyocytes, H2O2 injury protection, ATPLite, 2 h; protection from H2O2 cell death, % at 20 µM; hit rate 0.63% among 360,000;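 active means compounds giving at least 50% protection of heart cells from peroxide-induced death in the single-dose screen, raw or plate-pattern-corrected value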;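 further: 0% = DMSO wells with peroxide and 100% = DMSO wells without peroxide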
iPSC survival up = hiPSC single-cell survival enhancement | survival enhancement, % at 20 µM | hit rate 0.044% among 360,000 | ATPlite luminescence; 100% = ROCK inhibitor wells, 0% = DMSO; in the data active means survival enhancement above about 18%;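 further: cells exposed to compounds for 16 hours before the ATP read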
Peg3 promoter = inhibitors of Peg3 promoter; HeLa PEG-Prom luciferase reporter, luminescence, overnight; inhibition, % at 20 µM; hit rate 1.7% among 360,000;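 active means inhibition of at least 50% at 20 µM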
NR2E3 ag-2 = agonists of human nuclear receptor NR2E3; Q9Y5X4; GST-NR2E3/biotin-RetCOR TR-FRET, 1536-well; inhibition of corepressor binding, % at 4.78 µM; hit rate 0.12% among 320,000; AID 2300;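 active means percent inhibition above the cutoff of mean plus 3 SD of all tested compounds, set per screening campaign, cut at about 20% in these data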;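 further: 0% = DMSO wells and 100% = biotin wells as full block of FRET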
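Material: NR2E3–RetCOR corepressor complex / Incubation: Compound–protein incubation for 5 h at 4 °C / Dosing: compound at 4.8 µM, single dose / Detection: time-resolved FRET / Benchmarks: high control biotin, low control 0.6% DMSO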
TRPM1 prom inh = MITF TRPM1 promoter inhibition in SK-MEL-5 cells | SK-MEL-5 TRPM1 promoter luciferase, 24 h | hit rate 0.83% among 330,000 | AID 488899 | inhibition, % at 12.5 µM;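 active means mean inhibition across replicates of 60% or more, whatever share of single replicates reaches that level; inconclusive means some that reach 60%, reason not given; inactive means mean inhibition across replicates below 60%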; further: values of inactives mirror those of a sister screen read the other way
HIF-2a inh = HIF-2a inhibition. 786-0 RCC cells HIF-2a reporter, luciferase luminescence, overnight. hit rate 0.72% among 360,000. inhibition, % at 18.8 µM;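 active means inhibition of the luminescence signal of 40% or more relative to plate controls, in a single-dose primary screen at 18.75 µM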
CaV13 FRET inh = Disruptors of the CACNA1D IQ motif to Ca2+-dependent inactivation inhibitor domain association, primary screening, Förster resonance energy transfer in intact living …. HEK cells, CFP/YFP FRET ICDI-IQ, plate reader, 10 min; percent FRET-ratio fall versus neutral wells. inhibition, % at 12.3 µM. hit rate 0.098% among 340,000;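 active means mean replicate inhibition of at least 30% and at least 1% of replicates passing that level; inconclusive means only one of the two criteria is met; inactive means neither criterion is met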;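 further: 0% = median of the neutral control wells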
PDI turbidity = PDI (human) enzyme inhibition | PDI insulin aggregation turbidity, A650, 90 min | inhibition, % at 10 µM | hit rate 0.052% among 350,000 | AID 588391;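 active means mean inhibition across replicates of 30% or more, whatever share of single replicates reach that level; inconclusive means mean inhibition below 30% while every single replicate reaches 30%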;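 further: absorbance from insulin aggregation driven by PDI reduction with DTT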
HTR2A ag = mouse HTR2A agonism via beta-arrestin recruitment; P35363; CHO-K1 mHTR2A beta-arrestin complementation, luminescence; percent of 30 µM serotonin response; activation, % at 7.6 µM; hit rate 0.66% among 360,000;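 active means activation above a run cutoff, the mean activation of all tested compounds plus 3 SD, cut at about 14% in these data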;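 further: 0% = plate median of compound wells and 100% = 30 µM serotonin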
Target sequence (P35363 whole entry, looked up): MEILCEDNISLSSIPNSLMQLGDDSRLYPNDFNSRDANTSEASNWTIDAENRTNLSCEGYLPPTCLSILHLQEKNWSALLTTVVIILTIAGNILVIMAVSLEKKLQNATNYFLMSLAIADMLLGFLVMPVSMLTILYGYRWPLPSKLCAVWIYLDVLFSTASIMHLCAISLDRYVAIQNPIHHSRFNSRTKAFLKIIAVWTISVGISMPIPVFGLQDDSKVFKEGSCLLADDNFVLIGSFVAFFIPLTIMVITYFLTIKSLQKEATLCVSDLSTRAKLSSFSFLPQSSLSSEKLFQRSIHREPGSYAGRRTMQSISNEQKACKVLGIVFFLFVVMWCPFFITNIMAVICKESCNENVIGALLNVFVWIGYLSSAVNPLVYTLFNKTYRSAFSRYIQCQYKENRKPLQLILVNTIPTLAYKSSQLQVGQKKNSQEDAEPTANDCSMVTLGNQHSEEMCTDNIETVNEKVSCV
Shn3 3UTR inh = inhibitors of Schnurri-3 3'UTR reporter in osteoblasts. Clone20 osteoblast Shn3 3'UTR firefly luciferase, 24 h. inhibition, % at 12.5 µM. hit rate 0.52% among 360,000;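 active means mean inhibition of at least 75% with every replicate also reaching 75%; inconclusive means mean inhibition at least 75% but some replicate below; inactive means mean inhibition below 75%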;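 further: 0% = median of neutral control wells and 100% = pilot-screen positive control compound; some compounds past the cut are filed as inactive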
* marks the source's active call; other numbers are inactive results; ? = inconclusive; nt = no result given.

SMILES	NR2E3 ag-1	Cardio protect	iPSC survival up	Peg3 promoter	NR2E3 ag-2	TRPM1 prom inh	HIF-2a inh	CaV13 FRET inh	PDI turbidity	HTR2A ag	Shn3 3UTR inh
COc1ccc(N2CC(NS(=O)(=O)c3cccs3)CC2=O)cc1OC (configuration not stated)	-10	-5	-0.5	13	1	-3	5	-6	-1	2	-4
COc1cc(C(=O)Nc2ccc(NC(=O)c3ccco3)nc2)cc(OC)c1OC	1	52*	-2.6	8	5	4	-2	-5	-5	0	3
CC(C)CNC(=O)C(=O)NCC1OCCCN1S(=O)(=O)c1ccc2c(c1)OCCO2 (configuration not stated)	-7	1	0.3	-8	3	11	8	-3	0	1	-12
NC(=O)c1c(NC(=O)C2COc3ccccc3O2)sc2c1CCN(Cc1ccccc1)C2 (configuration not stated)	-12	-2	0.6	3	-15	-9	6	7	-7	-2	49
CC1(C(=O)NS(=O)(=O)c2cccc(OC(F)F)c2)CCN1C(=O)Cc1cccs1 (configuration not stated)	-3	3	-2.3	2	nt	nt	6	-6	14	-6	28
Cc1cccc(C)c1-n1nnnc1C1(C)CCC(=O)N1Cc1cccc(C(F)(F)F)c1 (configuration not stated)	-18	nt	-0.9	nt	nt	nt	-3	-10	nt	4	nt
O=C(/C=C/c1ccc([N+](=O)[O-])cc1)NCc1ccc2c(c1)OCO2	3	-2	-0.8	-3	3	5	-13	-4	8	2	-2
Cc1ccsc1C(=O)NCCc1ccc(S(N)(=O)=O)cc1	8	-8	0.4	-1	0	-7	8	-3	11	4	5
COC(=O)c1ccc(NS(=O)(=O)NC(=O)c2c[nH]c3ccccc23)cc1	-37	-1	0.9	-5	-4	4	4	-11	7	-2	-2
O=C(Cc1c[nH]c2ccccc12)NCc1ccc(Cl)cc1	-13	1	1.2	-40	-1	-7	-49	8	11	-1	-23
C=CCNc1ncnc2ccc(Br)cc12	-2	-9	1.7	8	-1	6	11	-4	2	5	25
O=C1CCC(=O)N1CCC(=O)N(C(=O)NC1CCCCC1)C1CCCCC1	0	-3	1.0	22	nt	nt	14	-6	-5	-1	-10
C/C(CC(=O)Nc1ccc([N+](=O)[O-])cc1)=N\NC(=O)c1ccccc1[N+](=O)[O-]	-3	-2	-0.7	15	-1	-4	7	-3	2	-3	-8
CN(C)c1ccc(C=c2c3ccccc3n3c2cc(-c2ccc(Cl)cc2)[n+]3C)cc1	7	-16	-2.1	61*	nt	97*	-56	-5	24	-5	?
CCc1cccc(CC)c1-n1c(SCC(=O)c2c(N)n(C)c(=O)n(C)c2=O)nnc1-c1cccnc1	6	-6	-0.8	3	-2	-10	9	-5	2	2	-2

Some of these compounds in order of number of heavy atoms, ascending:
SMILES	NR2E3 ag-1	Cardio protect	iPSC survival up	Peg3 promoter	NR2E3 ag-2	TRPM1 prom inh	HIF-2a inh	CaV13 FRET inh	PDI turbidity	HTR2A ag	Shn3 3UTR inh
O=C(Cc1c[nH]c2ccccc12)NCc1ccc(Cl)cc1	-13	1	1.2	-40	-1	-7	-49	8	11	-1	-23
COc1cc(C(=O)Nc2ccc(NC(=O)c3ccco3)nc2)cc(OC)c1OC	1	52*	-2.6	8	5	4	-2	-5	-5	0	3
CN(C)c1ccc(C=c2c3ccccc3n3c2cc(-c2ccc(Cl)cc2)[n+]3C)cc1	7	-16	-2.1	61*	nt	97*	-56	-5	24	-5	?

Other results
SMILES	NR2E3 ag-1	Cardio protect	iPSC survival up	Peg3 promoter	NR2E3 ag-2	TRPM1 prom inh	HIF-2a inh	CaV13 FRET inh	PDI turbidity	HTR2A ag	Shn3 3UTR inh
COC(=O)c1c(N)sc(C(C)=O)c1C	10	4	1.4	-11	6	nt	-20	-6	-5	6	-18
Cc1ccccc1NC(=O)CSc1nnc(NC(=O)c2ccco2)s1	4	-4	-0.4	-15	3	-7	-10	nt	4	5	2
CC(C#N)(NC(=O)CN1CCN(S(=O)(=O)c2cc(C(F)(F)F)ccc2Cl)CC1)C1CC1 (configuration not stated)	43	8	-0.2	17	nt	0	13	-12	0	1	16
COc1ccc(-c2noc(-c3cccnc3)n2)cc1OC	-39	0	-0.7	-177	5	-49	-212	-12	-1	4	-88
COc1cccc(CNC(=O)C2CCN(S(=O)(=O)c3ccc4c(c3)CC(C)N4C(C)=O)CC2)c1 (configuration not stated)	14	-1	-0.2	-2	1	1	11	-2	1	-6	8
CCOc1ccc(S(=O)(=O)N2CCN(C(=O)c3sccc3C)CC2)cc1	6	1	2.0	2	-1	8	14	-6	13	0	22
C[C@@H]1CN([C@H](C)CO)C(=O)c2c(c3ccccc3n2C)-c2ccccc2CO[C@@H]1CN(C)C(=O)Nc1ccccc1C(F)(F)F	-21	0	0.8	4	nt	nt	8	-5	-6	-1	-4
COc1ccccc1N1CCN(C(c2ccc(F)cc2)c2nnnn2C(C)C)CC1 (configuration not stated)	-12	-2	0.8	15	nt	-9	15	-4	-2	4	10
COc1ccc(NC(=O)/C(C#N)=C/c2ccc(-c3ccccc3C(=O)O)o2)cc1	-14	0	1.0	-7	-4	10	-5	-8	1	7	5
CCOc1ccc(N(CC(=O)NCc2ccc(OC)cc2)S(C)(=O)=O)cc1	-80	-2	1.9	-119	1	-49	-193	-1	5	14	-39
Nc1n[nH]c(C(F)(F)F)c1-c1ccccc1	3	1	-0.6	17	4	-9	13	6	18	-4	8
CCOC(=O)c1cnc2c(C)cc(Cl)cc2c1NCCCN1CCOCC1	3	3	-0.6	28	-4	-4	5	-1	1	-6	3
CCNC(=O)NCc1c(C)c(C)n(Cc2ccccc2)c1-n1cccc1	14	6	-0.9	8	-2	-2	19	-5	-2	4	20
Cc1nnc(N/N=C/c2ccc(Br)cc2)n1N	57	-3	0.5	-17	1	-16	-27	-1	1	-2	-2
C[C@@H]1CC=C[C@H]2[C@H]1C(=O)N(Cc1ccccc1)[C@H]2c1ccc(C(F)(F)F)cc1	1	-3	-0.4	19	-1	-8	24	-6	-2	-3	24

Limited to TRPM1 prom inh and iPSC survival up, for four of the compounds above:
mol	TRPM1 prom inh	iPSC survival up
COc1ccc(-c2noc(-c3cccnc3)n2)cc1OC	-49	-0.7
CCOC(=O)c1cnc2c(C)cc(Cl)cc2c1NCCCN1CCOCC1	-4	-0.6
Cc1nnc(N/N=C/c2ccc(Br)cc2)n1N	-16	0.5
O=C(/C=C/c1ccc([N+](=O)[O-])cc1)NCc1ccc2c(c1)OCO2	5	-0.8

The listing continues.
SMILES	NR2E3 ag-1	Cardio protect	iPSC survival up	Peg3 promoter	NR2E3 ag-2	TRPM1 prom inh	HIF-2a inh	CaV13 FRET inh	PDI turbidity	HTR2A ag	Shn3 3UTR inh
O=C(Nc1nsc(-c2ccccc2)n1)c1cccs1	-156	-26	-4.2	-111	-1	-32	-171	-2	-6	4	-19
O=[N+]([O-])c1cccc(COc2ccccc2CN2CCCC2)c1	-10	3	-0.6	-10	nt	-6	-12	-3	-4	-2	0
CC1=NN(c2ccc(C)cc2C)C(=O)C1C(c1ccccc1)C1C(=O)N(c2ccc(C)cc2C)N=C1C (configuration not stated)	-11	5	-0.9	10	2	7	20	nt	-2	0	-3
COC(=O)[C@]1(C)CCC[C@@]2(C)C3CC[C@]4(OC(C)=O)C[C@@]3(CCC21)CC4=O (some centres not stated)	38	0	-2.4	1	1	-5	5	-9	-16	3	5
C=C(C)n1c(=O)n(Cc2ccccc2C)c2ccccc21	-12	-3	0.1	10	-4	-9	23	-14	-2	0	-8
CN(C)C(=O)Cn1c(SCC(=O)NCc2ccc3c(c2)OCO3)nc2ccccc21	-9	-5	2.2	2	1	-3	25	-5	5	6	-3
O=C(CN1CCN(c2ccccn2)CC1)NC1CCCC1	-8	0	-0.7	1	-4	0	12	-6	-3	6	20
CCOc1ccc(C(=O)Nc2c3c(nn2-c2ccccc2)CS(=O)(=O)C3)cc1	14	7	-0.1	6	-4	1	2	-6	6	6	2
COC(=O)c1ccc(C(=O)OC)c(NC(=S)N2CCN(c3ccccc3)CC2)c1	4	16	2.5	17	2	7	-4	nt	-4	0	5
CC(=O)Nc1ccc(S(=O)(=O)N(Cc2ccco2)Cc2cc3ccccc3[nH]c2=O)cc1	6	58*	0.6	60*	0	4	-4	-7	-6	6	0
CCCCN1C(=O)C(CC(=O)NCC)SC1=Nc1ccccc1 (configuration not stated)	-3	-7	7.9	7	-2	2	-6	-8	-10	-1	-3
Cc1ccc(NC(=O)CSCC(=O)O)cc1	10	0	0.2	4	3	-7	7	-20	2	1	-9
Cc1ccccc1-c1nc(CS(=O)(=O)CC(=O)NCc2ccc3c(c2)OCO3)c(C)o1	19	-5	-0.9	-1	1	nt	-3	-4	nt	-5	-3
COc1ccccc1CNC(=O)N1CCN(S(=O)(=O)c2ccccc2)CC1	-13	3	-0.6	-2	2	1	13	-19	1	-3	0
CC(C)c1ccc([N+](=O)[O-])cc1S(=O)(=O)N1CCN(C)CC1	-16	-2	-0.3	5	4	-5	18	-20	0	-1	8
CCc1ccc(OCC(=O)N/N=C/c2cc([N+](=O)[O-])ccc2N2CCCCCC2)cc1	-1	-8	-1.3	16	-5	-7	9	-4	0	0	0
CCc1cccc(NC(=O)C2CCCN(S(=O)(=O)c3cnc[nH]3)C2)c1 (configuration not stated)	-9	-1	0.6	-1	-4	-1	13	-8	-5	4	-2
Cc1ccc2[nH]c3c(c2c1)CCNC3=O	-13	0	-0.5	-14	-1	3	-49	1	-2	2	-19
COc1ccccc1NC(=O)CCC(=O)Nc1nnc(C2CCCCC2)s1	-32	-6	-0.2	-16	5	5	-2	-2	-6	2	1
CCOc1cc(-c2nnc(NC(=O)C3=COCCO3)o2)cc(OCC)c1OCC	24	2	-0.1	-1	0	4	2	-6	-2	-3	7
